TAG inh: reduces triacylglycerol accumulation in H9c2 cells; Nile Red lipid (TAG) fluorescence; cells loaded with 200 µM oleic acid; inhibition, % at 12.5 µM; 0.66% of 230,000 active; AID 651582;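 active = pattern-corrected inhibition of lipid staining of at least 50% with the nuclear-stain viability signal not falling by more than 50%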;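 note: 0% = DMSO wells and 100% = triacsin C control wells; some results filed as inactive read as strong as hits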
TAG inh DAPI viability: also measured in TAG inh; calls as there; DAPI nuclei signal change (viability), lower = more cytotoxic, %;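 whole-well DAPI fluorescence read on a plate reader as a viability signal; minus 50 percent equals half of cells still viable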
* = called active by the depositor. A portion of the library (hit frequency here may not be typical).

canonical_smiles	TAG inh	TAG inh DAPI viability
CCO[C@H]1OC(C(=O)NCc2ccccc2)=C[C@@H](C(C)(C)C)[C@@H]1CCCO	-15	4
C[C@H](CO)N1C[C@H](C)[C@@H](CN(C)C(=O)c2ccc(F)cc2)Oc2cc(Br)ccc2S1(=O)=O	-10	-2
CCC(Sc1nc2ccccc2[nH]1)C(=O)Nc1ccc(NC(C)=O)cc1 (stereo not given)	3	-3
Cc1oc(S(=O)(=O)N2CCCCC2)cc1NC(=O)Nc1ccc(F)cc1	-6	-14
CCOC(=O)C1=C(CBr)NC(=O)NC1C (stereo not given)	1	10
Cc1ccc(/C=c2\sc3n(c2=O)CN(c2cccc(Br)c2)CN=3)o1	-13	-14
O=C(NCCc1ccccc1)C1CCN(S(=O)(=O)c2cccc3nonc23)CC1	22	-9
COc1ccc(/C=N/NC(=S)N[C@H]2CC3CCC2C3)cc1 (stereo not given in full)	-4	-3

Following part
canonical_smiles	TAG inh	TAG inh DAPI viability
N#CC1=C(N)NC(=S)C(C(N)=O)C1c1ccccc1F (stereo not given)	12	3
Cc1ccc(C)c(NC(=O)CN2C(=O)NC(CCc3ccccc3)C2=O)c1 (stereo not given)	1	-4
Cc1nn(C)cc1/C=C1\CCC/C(=C\c2cn(C)nc2C)C1=O	14	-4
COc1cc2c(cc1OC)C(=O)N1[C@H]3c4ccccc4OC[C@@H]3[C@H](c3ccccc3)[C@]1(C)C(=O)N2	-8	5
COC(=O)C1=NN(C(=O)c2ccc(Br)cc2)C(O)(C(C)(C)C)C1 (stereo not given)	-2	13
Cc1cc(=O)[nH]c2[nH][nH]c(=O)c12	-2	0
O=C(Nc1ccncc1)C1CCN(S(=O)(=O)c2ccc(Cl)c(C(F)(F)F)c2)CC1	3	1
CC[C@]12C(=O)N(C)C[C@H]([C@@H]3C(=O)N(C)C(=O)[C@@H]31)N2C(=O)c1ccc(Br)cc1	-17	4

New compounds follow
canonical_smiles	TAG inh	TAG inh DAPI viability
OCc1ccc(N=Nc2ccccc2)cc1	20	-5
O=C(N1CCN(CCO)CC1)N1c2ccccc2C=Cc2ccccc21	-2	8
CNC(=O)N1c2ccccc2C=Cc2ccccc21	12	5
CC(=O)Nc1ccc(S(=O)(=O)N(C)CC(=O)Nc2ccccc2N2CCOCC2)cc1	-6	-11
Cc1cccc(C(=O)NC2CCN(CC(=O)Nc3cccc(Cl)c3)CC2)c1	3	-4
CC(C)c1nc2n[nH]c(N)c2c2c1CSC(C)(C)C2	-14	10
O=C(Nc1ccccc1)N1CCC(C(=O)N2CCCC(C(F)(F)F)C2)CC1 (stereo not given)	0	8
Cc1ccc(S(=O)(=O)NC(=O)Nc2ccccc2F)cc1	6	-13

(continued)
canonical_smiles	TAG inh	TAG inh DAPI viability
CCN(C(=S)Nc1ccc(C(C)=O)cc1)C1CCCCC1	-4	-2
CCOC(=O)CC(NC(=O)c1ccc(C)cc1)c1ccc(C)cc1 (stereo not given)	-5	-2
CSc1nc(N)nc2c1ncn2CC(=O)NCc1ccc2c(c1)OCO2	-15	8
CN(CC(=O)Nc1ccc(F)cc1)c1ccc(S(=O)(=O)N2CCCC2)cn1	-12	2
CCSc1nc(=O)n(-c2ccccc2)c(C)c1C(C)=S	0	-2
COc1cccc(N2CCN(S(=O)(=O)c3cc4c(cc3Cl)NC(=O)CO4)CC2)c1	8	3
Cc1ccc(NC(=O)/C(C#N)=N/Nc2ccc(C(=O)O)cc2)c(C)c1	2	0
CCC(=O)NCCc1nc2ccccc2n1CC(=O)c1ccccc1	-6	-7

The listing continues.
canonical_smiles	TAG inh	TAG inh DAPI viability
COC(=O)c1ccc(Oc2c(C)oc3cc(OCc4cnn(-c5ccccc5)c4)ccc3c2=O)cc1	36	-6
COC(=O)c1ccccc1NC(=O)c1ccc2nccnc2c1	11	-1
CCCCNC(=O)c1onc(CSc2nc3ccccc3[nH]2)c1C(=O)NCCCC	8	9
O=C(CN1C(=O)CS/C1=C\c1nc(-c2ccc(Cl)cc2)cs1)Nc1cccnc1Cl	-5	1
COc1ccc(NC(=O)c2cc(-c3ccc(F)cc3OC)n[nH]2)c(OC)c1	0	11
O=C(NCCc1csc(-c2cccnc2)n1)c1ccc(Cl)cc1	-2	-4
O=C(NCc1cccs1)C1(S(=O)(=O)c2ccccc2)CC=CC1	5	-2
COc1cccc(OC)c1C(=O)NC(=O)Nc1c(F)cc(F)cc1F	-3	-5

Carrying on:
canonical_smiles	TAG inh	TAG inh DAPI viability
COc1ccc(CN2CCOCC2)cc1OC	-1	-6
COc1ccccc1N(C(C)=O)C1SC(=O)N(c2ccccc2)C1=O (stereo not given)	-6	1
COc1ccc(NC(=O)CS(=O)(=O)c2cn(CC(=O)N3CCOCC3)c3ccccc23)cc1	-8	10
COCC(C)NC(=O)CSc1nc2ccccc2c(=O)n1CCc1ccc(S(N)(=O)=O)cc1 (stereo not given)	-10	4
CCOC(=O)N1CCN(S(=O)(=O)c2ccc(OC)c(Cl)c2)CC1	1	-7
c1ccc(CN2CCC(Nc3nc(-c4cccnc4)nc4ccccc34)CC2)cc1	45	-14
O=C1CN(c2nc3ccccc3n3cnnc23)CC(=O)N1CCc1ccccc1	1	2
C/C=C1\COC(C(=O)NCc2ccncc2)(C(F)(F)F)C=C1C=C1CCCCC1 (stereo not given)	-8	-3

The list continues:
canonical_smiles	TAG inh	TAG inh DAPI viability
CC1=NCCN1CCNC(=O)Nc1ccc(F)cc1	-2	101
O=C(Nc1cccnc1)c1ccc(NS(=O)(=O)c2cc([N+](=O)[O-])ccc2Cl)cc1	7	-1
COCCSc1ccccc1C(=O)Nc1ccccc1C(C)C	5	-2
Cc1nc2c(N=Nc3ccccc3F)c(N)nn2c(N)c1C#N	15	9
Cc1ccccc1C(=O)N1CCN(c2ccc(NC(=O)c3ccc4c(c3)OCO4)cc2)CC1	2	12
CC(C)NC(=O)c1onc(CSc2cccc3ccccc23)c1C(=O)O	27	-6
CCCOc1ccccc1/C=C(\C#N)C(=O)Nc1cccnc1	0	3
COc1cc(/C=N/NS(=O)(=O)c2ccc(C)c([N+](=O)[O-])c2)ccc1O	10	-3

Compound profiles, from the list above. Values in the order: TAG inh | TAG inh DAPI viability
Cc1ccc(NC(=O)/C(C#N)=N/Nc2ccc(C(=O)O)cc2)c(C)c1 reads 2 | 0
CN(CC(=O)Nc1ccc(F)cc1)c1ccc(S(=O)(=O)N2CCCC2)cn1 reads -12 | 2
CC(C)NC(=O)c1onc(CSc2cccc3ccccc23)c1C(=O)O reads 27 | -6

Carrying on.
canonical_smiles	TAG inh	TAG inh DAPI viability
COc1ccc(Cl)cc1N1C(=O)CC(Sc2ccccc2N)C1=O (stereo not given)	6	6
CC(=O)Cc1cc2cc([N+](=O)[O-])ccc2oc1=O	4	-2
CCC(C)C(NC(=O)OC(C)(C)C)C(=O)NC(Cc1ccccc1)C(=O)OC (stereo not given)	-2	8
N#Cc1ccccc1OCC(=O)Nc1nnc(C2CC2)s1	16	3
CCC1NC(=O)c2cccnc2-n2c1nc1ccc(OC)cc1c2=O (stereo not given)	-19	9
C=CCn1c(Cc2cccs2)nnc1SCC(=O)c1cccc(Br)c1	-4	5
CCOC(=O)Cn1nnc(-c2cc(OC)c(OC)c(OC)c2)n1	10	3
CCCCN1CCNC[C@@H]1Cc1ccccc1	-37	1

Next records
canonical_smiles	TAG inh	TAG inh DAPI viability
COc1ccc(C(=O)/C=C2/Sc3cc4c(cc3N2C)OCO4)cc1	0	10
O=C(NCc1cccnc1)c1cc(C2CCCN(S(=O)(=O)c3ccccc3)C2)on1 (stereo not given)	-17	9
COc1ccc(C(NC(=O)C2CCN(CCOc3ccc(Cl)cc3)CC2)c2cccs2)cc1 (stereo not given)	5	13
CCC(CC)C(=O)NCc1ccc(OC)cc1	-18	6
COc1cc(C)c(Cl)cc1S(=O)(=O)N(C)C	-10	-4
CCCCn1c(N)c(N(CC(C)C)C(=O)c2ccc(S(=O)(=O)N3CCCCC3)cc2)c(=O)[nH]c1=O	-8	0
O=C(COC(=O)c1ccc(O)cc1)NC1CCCCCCC1	-21	0
Cn1cccc1/C=N/NC(=O)c1ccco1	2	6

More structures.
canonical_smiles	TAG inh	TAG inh DAPI viability
CC1CC(C)(C)NC(=S)N1CCC(=O)NCc1ccc(F)cc1 (stereo not given)	-12	12
O=C(NCc1cccnc1)c1cc(C2CCCCN2C(=O)CCc2ccccc2)on1 (stereo not given)	-10	19
CCNC(=O)C1(C)CCN(C(=O)c2ccccc2OC)C1 (stereo not given)	1	3
CC1CN(S(=O)(=O)c2cccc(C(=O)OCC(=O)Nc3ccc4c(c3)OCO4)c2)CC(C)O1 (stereo not given)	-3	1
CC1=C(C(=O)N2CCOCC2)CC(CC(=O)NCC2CCCCC2)C(=O)N1Cc1ccccc1 (stereo not given)	9	-2
CCn1cc(CN2CCCC(C(=O)Nc3cccc(-c4cc5ccccc5[nH]4)c3)C2)c(C)n1 (stereo not given)	13	3
CCCCN1C2=C(C(=O)CCC2)C(c2ccc(Cl)c(Cl)c2)C2=C1c1ccccc1C2=O (stereo not given)	60*	-3.5*
COc1cc2c(cc1OC)CN(C(=O)Nc1ccccc1)CC2	8	-4

Later entries
canonical_smiles	TAG inh	TAG inh DAPI viability
COc1ccc(OC)c(C(=O)N(C)C2CCCN(Cc3ccccc3F)C2)c1 (stereo not given)	10	-2
CC(C)Cn1c(Br)nc2c1c(=O)n(CCC#N)c(=O)n2C	4	-6
COc1cccc(C=NNc2ccc([N+](=O)[O-])cn2)c1OC	4	2
COc1ccc(C(CNC(=O)c2ccc(-c3ccccc3Cl)o2)N2CCCC2)cc1 (stereo not given)	-18	21
COc1ccc(NC(=O)COC(=O)c2cccc(S(=O)(=O)N(C)C)c2)cc1	-5	3
COc1ccc(-c2nn(-c3ccccc3)cc2C(=O)NC(=S)Nc2cc(Cl)ccc2Cl)cc1	10	2
CCOC(=O)c1sc(N(Cc2ccccc2)C(=O)CN2C(=O)CN(C)C2=O)nc1C	-17	-1
CN(Cc1ccco1)c1ncnc2ccc(-c3ccc4c(c3)OCO4)cc12	-6	9

The list continues:
canonical_smiles	TAG inh	TAG inh DAPI viability
COc1ccc(S(=O)(=O)N2CCC(C(=O)N3CCOCC3)CC2)cc1Cl	-3	1
CC1(C)CC2CC(C)(CN2S(=O)(=O)c2ccc(F)cc2F)C1 (stereo not given)	-13	-1
CN(C)S(=O)(=O)c1cc(NC(=O)COC(=O)c2nc(Cl)ccc2Cl)ccc1Cl	7	5
COc1cc(CCC(=O)OCC(=O)NC(=O)c2ccc(Cl)cc2)cc(OC)c1OC	7	-11
COCCNC(=O)C1CCCN(C(=O)c2ccc(C(F)(F)F)nc2C)CC1 (stereo not given)	-2	13
COc1cccc(/C=N/NC(=O)CSc2nnc(C)n2-c2ccccc2)c1OC	-24	6
Cc1ccc(S(=O)(=O)Nc2ccc(O)c(Sc3ncn[nH]3)c2)cc1	8	-3
Cc1ccc(NS(=O)(=O)c2cccs2)nc1	-1	-2

(next part)
canonical_smiles	TAG inh	TAG inh DAPI viability
O=[N+]([O-])c1ccc(S(=O)(=O)N/N=C/c2ccc3c(c2)OCO3)cc1	-6	-8
CCCS(=O)(=O)NC(=O)C1(C)CCCN(C(=O)c2cccc(C)c2C)C1 (stereo not given)	2	-6
Cc1ccc(-c2noc(CCC(=O)NCc3ccc4c(c3)OCO4)n2)cc1	-9	7
COc1ccc(C(=O)c2ccc(CC#N)s2)cc1	-1	5
CC(=O)Nc1cncc(-c2cccc(C(=O)N3CCOCC3)c2)n1	5	2
C=CCn1c(COc2ccc(CC)cc2)nnc1SCC(=O)NC1CCS(=O)(=O)C1 (stereo not given)	-10	-5
Cc1cc(C(=O)NC2CCCc3c2cnn3-c2cc(F)cc(F)c2)nn1C (stereo not given)	-1	-2
O=C(c1cc(Br)ccc1Cl)N1CCCC1	8	-10

Six entries out of the list, sorted by formula weight, high to low.
canonical_smiles	TAG inh	TAG inh DAPI viability
Cc1cc(C(=O)NC2CCCc3c2cnn3-c2cc(F)cc(F)c2)nn1C (stereo not given)	-1	-2
Cc1ccc(-c2noc(CCC(=O)NCc3ccc4c(c3)OCO4)n2)cc1	-9	7
O=[N+]([O-])c1ccc(S(=O)(=O)N/N=C/c2ccc3c(c2)OCO3)cc1	-6	-8
CC(=O)Nc1cncc(-c2cccc(C(=O)N3CCOCC3)c2)n1	5	2
O=C(c1cc(Br)ccc1Cl)N1CCCC1	8	-10
Cc1ccc(NS(=O)(=O)c2cccs2)nc1	-1	-2

Continuation:
canonical_smiles	TAG inh	TAG inh DAPI viability
COCCn1c(-c2ccc(F)cc2)nc2oc3cc(OC)ccc3c(=O)c2c1=O	2	4
Cc1cc(N2O[C@H]3C=C[C@@H]2C3)no1	-13	5
CC1CC(C)CN(C(=O)Nc2ccc(Br)cc2)C1 (stereo not given)	3	-3
Cc1nc(Cc2nnc(SCc3nc(N)nc(Nc4ccccc4C)n3)o2)cs1	-21	8
CCOC(=O)CN1CC23C=CC(O2)C(C(=O)NC2CCCCCC2)C3C1=O (stereo not given)	9	-7
O=C(NNC(=O)c1ccc(-n2cncn2)c([N+](=O)[O-])c1)c1ccccc1	-5	1
Cc1cc(C)n(-c2nc3ccccc3c3nc(C)nn23)n1	0	-3
CCCn1nnc2sc3c(c2c1=O)CCC(C)C3 (stereo not given)	1	3

Carrying on:
canonical_smiles	TAG inh	TAG inh DAPI viability
O=C(Cc1cccc2ccccc12)N1CCCc2ccccc21	-6	3
O=C(NCc1cccc(C(F)(F)F)c1)c1ccc2sc(C3=C[C@@H](O)[C@@H](O)[C@@H](CO)O3)nc2c1	-11	7
Cc1ccc2c(c1)[C@H]1[C@H](CO2)[C@H](c2ccccc2)[C@]2(C)C(=O)Nc3ccccc3C(=O)N12	-2	-15
COc1ccc(S(=O)(=O)N2CCN(C)CC2)c2ccccc12	4	-7
Cc1ccccc1C(=O)Nc1ccnn1C1CCN(Cc2ccccn2)CC1	-15	1
CCC(=O)OCCNc1nc(-c2ccccc2)nc2ccccc12	16	0
CCC(C)[C@H](NC(=O)Nc1ccc(S(N)(=O)=O)cc1)C(=O)OC (stereo not given in full)	-3	1
CSc1ncccc1C(=O)Nc1ccc(S(=O)(=O)Nc2nccs2)cc1	8	-6
CC(NC(=O)COC(=O)COc1cccc2c1OC(C)(C)C2)c1ccccc1 (stereo not given)	2	-8

Source: PubChem
